Source: PubChem (National Center for Advancing Translational Sciences (NCATS))
HBB splicing = qHTS Assay for Modulators of Hemoglobin Beta Chain Splicing; HBB splicing reporter cell assay, activation; EGFP reporter with mutant IVS2-654 intron; response scale: normalised to 500 nM splice-correcting PNA; Potency, µM (titrated, usually from 46.1 µM), for inactives: at the top dose activation, actives largely listed as activators; hit rate 0.06% among 65,000; also: potency is read from the fitted curve at half-maximal effect; 0% is about no effect
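Compounds were applied for 2 days to HeLa EGFP-654 cells, 500/well in Optimem with 2% FCS. The reporter's EGFP is disrupted by mis-splicing of beta-globin intron IVS2-654. Readout: summed well GFP fluorescence from 488 nm laser scanning; reference was 500 nM antisense […] 654 PNA.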
GFP derepression = qHTS Assay for Epigenetic Modulators. AID 597, 2007. Potency, µM (doses to about 46.1 µM), for the others: top-dose GFP derepression (activation). mouse C127i GFP locus derepression, cytometry, 30 h. hit rate 0.09% among 68,000; also: % of control where 0% means no effect
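Murine C127i mammary cells carrying a silenced, stably integrated CMV-driven GFP reporter were treated with compound for 30 hours at 37 C. After PBS washes, GFP-positive cells were counted by laser-scanning microplate cytometry.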
4-MU autofl = qHTS Assay for Spectroscopic Profiling in 4-MU Spectral Region | hit rate 11% among 59,000 | compound autofluorescence, 340/450 nm, 4-MU equivalents; active compounds read high | max dye-equivalent concentration, M; in the data active = max dye-equivalent concentration above about 10 nM; inconclusive = mostly about 1.1 nM to 9.6 nM
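Intrinsic fluorescence at 340/450 nm (ex/em) was read after 15 min at room temperature in pH 8.0, 100 mM Tris. Each compound concentration expressed as 4-MU-equivalent concentration from a six-point 4-MU standard series on each plate.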
BRCT inh red = qHTS Assay for Inhibitors of BRCT-Phosphoprotein Interaction (Red Fluorophore); Potency, µM (highest dose often 76.9 µM), inactives show at the top dose activity change, negative = inhibition, most hits filed as inhibitors; hit rate 0.03% among 75,000; AID 892, 2007; BRCT-phosphopeptide binding, red fluorescence polarization; Breast cancer type 1 susceptibility protein (Homo sapiens), P38398; also: % is scaled to controls: 0 for no effect and ±100 for the full control effect
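Fluorescence polarization: 100 nM His-tagged BRCA1 BRCT with 100 nM TAMRA-labelled phospho-BACH1 decapeptide, phosphate buffer pH 7.3 with 150 mM NaCl, DTT, 0.01% Tween 20; 12 min RT. Binding inhibition seen as FP decrease.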
A350 fluor = qHTS Assay for Spectroscopic Profiling in A350 Spectral Region; Compound autofluorescence, 340/450 nm, Alexa 350 dye-equivalents; active compounds read high; max dye-equivalent concentration, M; hit rate 11% among 59,000; AID 590, 2007; in the data active = max dye-equivalent concentration above about 10 nM; inconclusive = mostly about 1.1 nM to 9.6 nM
Hsp90 Hop PPI = qHTS Assay for Disrupters of an Hsp90 Co-Chaperone Interaction | hit rate 0.44% among 71,000 | AID 595, 2007 | Hsp90 C-terminal peptide / TPR2A (Hop) interaction, human | AlphaScreen TPR2A-His6 binding biotin-Hsp90 C-terminal peptide | Potency, µM (highest dose often 57 µM), inactives show at the top dose activity change, negative = inhibition; active = well fitted curve in either direction with a large enough effect; inconclusive = small, poorly fitted or top-dose-only effect, or another doubt; also: potency is read from the fitted curve at half-maximal effect; % is scaled to controls: 0 for no effect and ±100 for the full control effect; many of its hits are not listed in these tables
DNA Pol III inh = qHTS Assay for Inhibitors of DNA Polymerase III Holoenzyme System; reconstituted DNA polymerase III holoenzyme replication, biochemical; hit rate 0.25% among 71,000; Potency, µM (highest dose often 57.1 µM), for the others: at the top dose activity change, negative = inhibition; also: potency is read from the fitted curve at half-maximal effect; % is scaled to controls: 0 for no effect and ±100 for the full control effect
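Reconstituted *E. coli* holoenzyme (0.35 nM Pol III, 1 nM beta, 154 nM SSB, 2 nM primase) was preincubated with compound for 15 min at RT. Synthesis on 1.4 nM ssM13Gori ran 35 min, then was stopped with PicoGreen/EDTA and read as dsDNA fluorescence.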
15-hLO inh = qHTS Assay for Inhibitors of 15-hLO (15-human lipoxygenase); Polyunsaturated fatty acid lipoxygenase ALOX15 (Homo sapiens), P16050; purified 15hLO-1, xylenol orange hydroperoxide absorbance; Potency, µM (titrated, usually from 57.1 µM), for the others: at the top dose activity change, negative = inhibition, usual class: inhibitors; hit rate 1.4% among 74,000; AID 887, 2007; also: potency is read from the fitted curve at half-maximal effect; % is scaled to controls: 0 for no effect and ±100 for the full control effect; nearly all actives have a fitted effect of over 55% in size
Target sequence (P16050 whole entry, looked up): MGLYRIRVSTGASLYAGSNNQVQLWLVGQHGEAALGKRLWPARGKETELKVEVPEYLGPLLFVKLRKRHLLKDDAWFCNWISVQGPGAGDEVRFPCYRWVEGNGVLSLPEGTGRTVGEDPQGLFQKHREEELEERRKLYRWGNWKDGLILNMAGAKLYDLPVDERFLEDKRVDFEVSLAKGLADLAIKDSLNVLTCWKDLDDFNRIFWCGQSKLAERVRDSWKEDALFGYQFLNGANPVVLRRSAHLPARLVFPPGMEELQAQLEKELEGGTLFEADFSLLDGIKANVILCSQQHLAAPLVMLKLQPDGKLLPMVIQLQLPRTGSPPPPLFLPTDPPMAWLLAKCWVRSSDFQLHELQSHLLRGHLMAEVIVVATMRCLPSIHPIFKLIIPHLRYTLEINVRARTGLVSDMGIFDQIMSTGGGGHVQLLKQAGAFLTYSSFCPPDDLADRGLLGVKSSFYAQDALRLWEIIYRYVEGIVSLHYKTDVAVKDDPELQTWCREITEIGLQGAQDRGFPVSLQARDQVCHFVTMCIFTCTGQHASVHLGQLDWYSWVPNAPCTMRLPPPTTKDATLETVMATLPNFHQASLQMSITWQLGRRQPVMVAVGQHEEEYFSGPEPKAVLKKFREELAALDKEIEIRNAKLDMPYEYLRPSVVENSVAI
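Purified human 15hLO-1 (40 nM final) in 25 mM Hepes pH 7.5, 0.01% Triton X-100 was preincubated with compound 15 min at room temperature, then reacted 6 min with 50 uM arachidonic acid; hydroperoxide detected by Fe-XO, 573/405 nm absorbance ratio.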
CRE-bla Fsk = Cell signaling CRE-BLA (Fsk stim) | CHO CRE-bla reporter (cAMP response element driving beta-lactamase), forskolin EC10, beta-lactamase ratio | Potency, µM (titrated, usually from 38.2 µM), for the others: at the highest dose activity change, negative = inhibition, usual class: activators | hit rate 2.5% among 71,000; active = well fitted activation curve with a large enough effect in the signal ratio, with a control signal flat, not every such curve was filed as active; inconclusive = small, poorly fitted or top-dose-only effect, or effect the other way, or a change in a side signal; the % refers to the signal ratio; also: potency is read from the fitted curve at half-maximal effect; % of control where 0% means no effect
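AC50 values, positive or negative, reflect shifts in EC10 NKH 477-induced CRE-bla reporter activity in CHO cells. Incubation lasted 3 h at 37 °C before CCF4 substrate (2 h, room temperature) and ratiometric 460/530 nm reading.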
Ub-GFP proteasome = Ubiquitin-GFP Assay. AID 526, 2006. Potency, µM (doses to about 45.9 µM), for the others: at the top dose activation (GFP accumulation), usual class: activators. 67,000 tested, under 10 active. Ubiquitin-GFP reporter cells, proteasome inhibition, GFP fluorescence; response scale: untreated = 0%, 10 µM MG-132 = 100%; active = well fitted activation curve with a large enough effect, not every such curve was filed as active; inconclusive = small, poorly fitted or top-dose-only effect, or another doubt; inactive = no such curve, though single readings can be large or run the other way; also: potency is read from the fitted curve at half-maximal effect
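U2OS cells expressing ubiquitin(G76V)-GFP, seeded overnight in 0.5% FBS medium, then treated 4 hr at 37 C across 46 uM to 2.9 nM. GFP-positive cells counted by laser cytometry (488 ex/515 em); %activity scaled between basal and 10 uM MG-132.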
BRCT inh green = qHTS Assay for Inhibitors of BRCT-Phosphoprotein Interaction (Green Fluorophore). Breast cancer type 1 susceptibility protein (Homo sapiens), P38398. BRCA1 BRCT-phosphopeptide binding, green fluorescence polarization. Potency, µM (series often up to 76.9 µM), for inactives: top-dose activity change, negative = inhibition, hits mostly inhibitors. hit rate 0.05% among 75,000. AID 875, 2007;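 also: potency is read from the fitted curve at half-maximal effect; plate controls were peptide without protein for full effect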
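Fluorescence polarization: His-tagged BRCT (~35 kDa BRCA1 C-terminus, 250 nM) bound to 100 nM fluorescein-labeled phosphorylated 10-aa BACH1 peptide, pH 7.3 phosphate buffer with DTT and Tween 20. Compounds incubated 12 min at room temperature; inhibition read as lowered polarization.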
The depositor's hits bear a star; i = inactive; ? = inconclusive; . = no result given; [ ] = another dose, or the depositor's remark. Unless noted, calls follow the shape of the dose curve; as a rule, active = well fitted curve in the direction sought with a large enough effect; inconclusive = small, poorly fitted or top-dose-only effect, or another doubt; inactive = no such curve, though single readings can be large; an effect the other way counts as inactive or inconclusive. The order is random; any-hit rate near 12%.

#1 O=c1cc(NCc2ccccc2)c2ccccc2o1
#2 O=C(Nc1ccccc1C(=O)N1CCOCC1)C1CCCO1 (configuration not stated)
#3 COC(=O)c1ccccc1NC(=O)C1CCCCC1C(=O)O (configuration not stated)
#4 Cc1nc(C)c(C(=O)NCc2ccccc2Cl)o1
#5 CCOC(=O)N1CCN(C(=O)c2cn(-c3ccc(C)c(C)c3)c(=O)c3ccccc23)CC1
#6 O=C(Cn1cnc2c(nnn2Cc2ccc(F)cc2)c1=O)N1CCCCC1
#7 O=C(Cn1cnc2c(nnn2Cc2ccc(Cl)cc2)c1=O)NC1CCCC1
#8 Cc1onc(-c2ccccc2Cl)c1C(=O)Nc1ccc(-n2nncc2C(C)(C)C)cc1

entry no.,1,2,3,4,5,6,7,8
DNA Pol III inh,4%,-5%,-6%,-4%,0%,-1%,-1%,-1%
HBB splicing,-1.4%,-2.1%,0.5%[0.369 µM],0.9%[1.84 µM],-0.5%,5.4%,2.6%,4.8%[0.369 µM]
15-hLO inh,-2%,-23%,12%,-4%,-4%,-5%,7%,-4%
4-MU autofl,i,i,?,i,i,i,i,i
CRE-bla Fsk,-13%,7%,-8%,?,-15%,?,?,-8%
GFP derepression,3%,0%,-2%,-2%,4%,-1%,0%,4%
BRCT inh red,-1.4%,-0.2%,0.0%,-0.3%,0.6%,0.1%,-0.3%,-0.1%
A350 fluor,i,?,?,i,i,i,i,?
BRCT inh green,0.4%,-0.5%,-1.0%,-0.3%,-1.5%,-1.0%,-1.5%,-0.5%
Hsp90 Hop PPI,?,-5%,0%,0%,4%,-6%,-2%,-3%
Ub-GFP proteasome,0%,0%,-4%,19%,-3%,2%,-5%,-1%

Four structures from above, sorted by length of the SMILES, low to high.
#3 COC(=O)c1ccccc1NC(=O)C1CCCCC1C(=O)O (configuration not stated)
#7 O=C(Cn1cnc2c(nnn2Cc2ccc(Cl)cc2)c1=O)NC1CCCC1
#8 Cc1onc(-c2ccccc2Cl)c1C(=O)Nc1ccc(-n2nncc2C(C)(C)C)cc1
#5 CCOC(=O)N1CCN(C(=O)c2cn(-c3ccc(C)c(C)c3)c(=O)c3ccccc23)CC1

entry no.,3,7,8,5
DNA Pol III inh,-6%,-1%,-1%,0%
HBB splicing,0.5%[0.369 µM],2.6%,4.8%[0.369 µM],-0.5%
15-hLO inh,12%,7%,-4%,-4%
4-MU autofl,?,i,i,i
CRE-bla Fsk,-8%,?,-8%,-15%
GFP derepression,-2%,0%,4%,4%
BRCT inh red,0.0%,-0.3%,-0.1%,0.6%
A350 fluor,?,i,?,i
BRCT inh green,-1.0%,-1.5%,-0.5%,-1.5%
Hsp90 Hop PPI,0%,-2%,-3%,4%
Ub-GFP proteasome,-4%,-5%,-1%,-3%

Going on with the list.
#9 Cc1ccccc1-n1c(SC(C)C(N)=O)nnc1-c1cccnc1 (configuration not stated)
#10 COc1ccc(-n2c(SCC(=O)Nc3ccc4c(c3)OCO4)nnc2C(C)N2CCCCC2)cc1 (configuration not stated)
#11 CCOC(=O)CCNC(=O)CNC(=O)OCc1ccccc1
#12 c1nc(N2CCNCC2)c2cc(-c3ccoc3)ccc2n1
#13 COC(=O)N1CCC2(CCN(Cc3ccccc3)CC2)CC1
#14 CCOC(=O)c1ccc(Nc2ccc(-c3ccc(OC)c(OC)c3)nn2)cc1
#15 Cc1cc(NC(=O)COC(=O)COc2cccc3c2OC(C)(C)C3)no1
#16 CSc1nnc(NC(=O)C2CCCCC2)s1

entry no.,9,10,11,12,13,14,15,16
DNA Pol III inh,-9%,-2%,-2%,-15%,-3%,-1%,-3%,-5%
HBB splicing,0.9%,-0.1%[57.5 µM],-0.3%,0.6%,1.2%,-1.7%,?,1.1%
15-hLO inh,-2%,-3%,10%,-2%,1%,-20%,6%,2%
4-MU autofl,?,i,i,?,i,i,i,.
CRE-bla Fsk,-1%,-16%,-7%,-3%,4%,?,-7%,?
GFP derepression,3%,0%,6%,-3%[9.22 µM],-2%[9.22 µM],1%,0%,.
BRCT inh red,-0.9%,0.2%,0.5%,-1.2%,0.7%,-0.9%,2.0%,-0.6%
A350 fluor,?,i,i,?,i,i,?,.
BRCT inh green,-0.2%,1.0%,-0.4%,-0.2%,1.1%,-3.4%,-0.3%,-1.1%
Hsp90 Hop PPI,-8%,-7%,0%,-5%,-5%,-4%,-1%,-1%
Ub-GFP proteasome,4%,-1%,5%,-8%,6%,1%,0%,1%

#17 CCOC(=O)N1CCN(C(=O)c2cc(-c3ccc(F)cc3)[nH]c2C)CC1
#18 CC(C)OCCCNC(=O)c1cc2c(s1)CS(=O)(=O)C2
#19 CCN(CC)c1cccc(OC2=NS(=O)(=O)c3ccccc32)c1
#20 Cc1cc(C)cc(NC(=O)NCc2nnc(SCc3ccccc3)n2C)c1
#21 CCCC(=O)Nc1ccc(NC(=O)c2ccccc2OC)cn1
#22 CCSc1nnc(NC(=O)CSc2nnc(Cc3cccn3C)n2CCc2ccccc2)s1
#23 Cn1c(NC(=O)c2ccccc2NC(=O)C(C)(C)C)nc2ccccc21
#24 Cn1c(CCN2CCN(c3ccccc3)CC2)nc2cc(NC(=O)c3ccco3)ccc21

entry no.,17,18,19,20,21,22,23,24
DNA Pol III inh,-1%,-9%,3%,-3%,-3%,1%,-3%,-3%
HBB splicing,-2.1%,0.6%,6.9%,.,-0.1%[57.5 µM],-0.7%,-0.1%,-0.6%
15-hLO inh,-14%,4%,?,-2%,4%,-14%,-1%,7%
4-MU autofl,i,i,.,i,i,i,.,i
CRE-bla Fsk,-7%,-2%,5%,-6%,3%,-7%,3%,-4%
GFP derepression,0%,-4%,3.2µM*,4%,3%,4%,-5%,3%
BRCT inh red,-0.8%,-1.3%,-1.3%,0.7%,-2.4%,-1.9%,-1.0%,-1.1%
A350 fluor,i,i,.,i,i,i,.,i
BRCT inh green,-3.7%,-1.0%,-0.7%,1.0%,-1.2%,-1.0%,1.7%,-4.8%
Hsp90 Hop PPI,-9%,-3%,-7%,5%,-1%,-4%,11%,-7%
Ub-GFP proteasome,-4%,-2%,-16%,6%,1%,0%,12%,5%

#25 CC1=C2C(CCS2(=O)=O)CC2(C1)C(=O)OC(C)(C)OC2=O (configuration not stated)
#26 Cc1cc(C)nc(SCC2COc3ccccc3O2)n1 (configuration not stated)
#27 CNc1cc(-c2ccccc2C(F)(F)F)ncn1
#28 O=C(CC1CCCCC1)NCc1cn2ccsc2n1
#29 COC(=O)CNC(=O)c1c(-c2c(Cl)cccc2Cl)noc1C
#30 CCn1c(COc2ccccc2)nnc1SCC(=O)NC1CCCCC1
#31 CC(C)=CCC(C)(C)C1OCCN1C(=O)c1ccccc1 (configuration not stated)
#32 CCN(CC)CCNC(=O)c1cc(Br)c(N)cc1OC

entry no.,25,26,27,28,29,30,31,32
DNA Pol III inh,-17%,3%,-1%,-5%,0%,?,-11%,-2%[25.6 µM]
HBB splicing,-1.8%,-0.6%,1.2%,-1.2%,-1.3%[9.22 µM],-0.1%[57.5 µM],-0.2%[9.22 µM],0.4%[20.6 µM]
15-hLO inh,-23%,2%,10%,7%,2%,0%,3%,1%
4-MU autofl,i,.,i,i,.,i,.,1.5e-07M*
CRE-bla Fsk,5%,?,-7%,-3%,0%,-4%,-9%,3%[17.1 µM]
GFP derepression,3%,-3%,9%[9.22 µM],-2%,2%,2%,-2%,0%[20.6 µM]
BRCT inh red,-2.2%,0.7%,-1.9%,-0.7%,-0.5%,-0.1%,0.8%,0.8%
A350 fluor,i,.,i,i,.,i,.,2.2e-07M*
BRCT inh green,-5.9%,-1.6%,-0.1%,-0.8%,-0.2%,-1.4%,-2.2%,0.7%[3.08 µM]
Hsp90 Hop PPI,6%,12%,-1%,-2%,2%,2%,10%,-1%[26 µM]
Ub-GFP proteasome,-6%,-9%,5%,12%,7%,-5%,-4%,2%[20.5 µM]
